PGK inhibitor – qHTS Assay to Find Inhibitors of Phosphoglycerate Kinase | 0.043% of 380,000 active | PGK/GAPDH coupled, Kinase-Glo luminescence, 60 min | Potency, µM (highest dose often 57.5 µM), without a hit: at the top dose activity change, negative = inhibition, actives largely listed as inhibitors; further: potency means the concentration at half of the fitted maximal effect; on the % scale 0 is the no-effect control and ±100 the full control effect; nearly all actives have a fitted effect of over 60% in size
Target sequence (P07378 whole entry, looked up): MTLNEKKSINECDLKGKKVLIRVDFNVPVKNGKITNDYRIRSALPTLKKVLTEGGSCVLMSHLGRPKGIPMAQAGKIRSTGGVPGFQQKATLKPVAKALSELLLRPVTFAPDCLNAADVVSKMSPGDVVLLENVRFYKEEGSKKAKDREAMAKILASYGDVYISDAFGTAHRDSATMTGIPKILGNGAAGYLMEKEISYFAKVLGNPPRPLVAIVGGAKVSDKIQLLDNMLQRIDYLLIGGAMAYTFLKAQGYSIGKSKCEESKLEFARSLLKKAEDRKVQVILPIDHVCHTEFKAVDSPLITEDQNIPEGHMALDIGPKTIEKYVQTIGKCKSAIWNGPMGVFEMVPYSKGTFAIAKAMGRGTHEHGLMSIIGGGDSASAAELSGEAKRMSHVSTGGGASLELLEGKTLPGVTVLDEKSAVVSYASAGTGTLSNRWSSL
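Luminescent ATP detection (Kinase-Glo Plus) follows a 60-minute room-temperature incubation, with wells lacking PGK as controls. Buffer: 100 mM TEA (pH 7.6), 5 mM MgCl2, 0.01% Tween-20. Coupling enzyme GAPDH (100 nM final) supplies unstable 1,3-BPG in-well.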
Pol eta inh – qHTS for Inhibitors of Polymerase Eta; DNA polymerase eta (Homo sapiens), Q9Y253; recombinant Pol eta, fluorescent DNA replication assay; Potency, µM (highest dose often 114 µM), for the others: at the top dose activity change, negative = inhibition, most hits filed as inhibitors; 1.2% of 390,000 active; further: potency means the concentration at half of the fitted maximal effect; on the % scale 0 is the no-effect control and ±100 the full control effect
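Fluorescent replication assay: 50 nM final substrate added after a 15 min room-temperature compound preincubation with 10 nM enzyme. Signal taken at 0 min and again at 10 min.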
BAZ2B block – qHTS Assay for Inhibitors of BAZ2B. Bromodomain adjacent to zinc finger domain protein 2B (Homo sapiens), Q9UIF8. Potency, µM (titrated, usually from 114 µM), inactives show at the highest dose activity change, negative = inhibition, hits mostly inhibitors. AlphaScreen BAZ2B-H3K14Ac peptide displacement. 4.4% of 360,000 active. AID 504333, 2011; further: potency means the concentration at half of the fitted maximal effect; on the % scale 0 is the no-effect control and ±100 the full control effect; nearly all actives have a fitted effect of over 60% in size
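Inhibition is scored as reduced AlphaScreen emission. The BAZ2B/b-H3(5-23)K14Ac complex (50 nM each) in PBS pH 7.4, 0.01% Tween-20 meets compound (up to 110 uM) for 30 min at RT before bead addition.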
JMJD2A Tudor inh – qHTS Assay for Inhibitors of JMJD2A-Tudor Domain. Lysine-specific demethylase 4A (Homo sapiens), O75164. AlphaScreen JMJD2A-Tudor / H3K4me3 peptide binding. Potency, µM (series often up to 114 µM), without a hit: at the top dose activity change, negative = inhibition, actives largely listed as inhibitors. 4.4% of 390,000 active; further: potency means the concentration at half of the fitted maximal effect; on the % scale 0 is the no-effect control and ±100 the full control effect; nearly all actives have a fitted effect of over 50% in size
HP1b chromo inh – HTS for Inhibitors of HP1-beta Chromodomain Interactions with Methylated Histone Tails | Chromobox protein homolog 1 (Homo sapiens), P83916 | AlphaScreen HP1-beta / biotin-H3K9me3 peptide binding | Potency, µM (highest dose often 114 µM), for inactives: at the highest dose activity change, negative = inhibition, usual class: inhibitors | 0.56% of 390,000 active | AID 540317, 2011; further: potency means the concentration at half of the fitted maximal effect; nearly all actives have a fitted effect of over 70% in size; inactives centre near 23
Target sequence (P83916 whole entry, looked up): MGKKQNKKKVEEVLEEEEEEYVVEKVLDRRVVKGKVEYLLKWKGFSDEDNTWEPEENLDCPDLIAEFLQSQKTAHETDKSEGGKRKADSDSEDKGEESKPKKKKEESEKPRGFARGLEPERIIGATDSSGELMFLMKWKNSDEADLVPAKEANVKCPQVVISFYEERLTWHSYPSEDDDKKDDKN
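Compound inhibition of the preformed complex between 50 nM HP1-beta and 50 nM biotinylated H3K9me3 peptide was read by AlphaScreen. Buffer was PBS pH 7.4 with 0.01% Tween-20. Incubations ran 30 min at room temperature, with 10 ug/mL donor/acceptor beads.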
PI4K2A block – qHTS for small molecular inhibitors of PI4K2A. Phosphatidylinositol 4-kinase type 2-alpha (Homo sapiens), Q9BTU6. purified PI4K2A, ADP-Glo luminescence, 1 h; active compounds read low. activity change, negative = inhibition, % at 76.9 µM. 0.13% of 420,000 active. AID 1346378, 2018; in the data active means activity change below about -50%; inconclusive means mostly about -30% to -49%;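 further: -100% = wells without enzyme as full effect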
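ADP-Glo luminescence measured ADP generated by PI4K2A enzyme (4 ug/mL before mixing) with 1.2 mM PI substrate (pre-mix) and 300 microM ATP (pre-mix). Tris pH7.5 buffer with MgCl2, Triton X-100; 1 h reaction at ambient temperature.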
GLS inhibitor – qHTS for Inhibitors of Glutaminase (GLS); Potency, µM (series often up to 45.5 µM), for the others: at the highest dose activity change, negative = inhibition, usual class: inhibitors; GLS enzymatic activity, qHTS titration; AID 624170, 2012; 0.21% of 410,000 active; further: potency means the concentration at half of the fitted maximal effect; on the % scale 0 is the no-effect control and ±100 the full control effect
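Glutamate formation by hKGA was monitored fluorometrically using coupled glutamate oxidase, HRP and Amplex Red. Substrate was added as 1 mM L-glutamine solution; incubation was 30 min at RT after an initial read.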
Pin1 inh – qHTS Assay to Find Inhibitors of Pin1. Peptidyl-prolyl cis-trans isomerase NIMA-interacting 1 (Homo sapiens), Q13526. Pin1 FP peptide displacement, HiFluor488, 10 min. Potency, µM (highest dose often 115 µM), without a hit: at the top dose activity, negative = inhibition, hits mostly inhibitors. 0.009% of 390,000 active. AID 504891, 2011; active means well fitted inhibition curve with a large enough effect in the polarisation, with a control signal flat, not every such curve was filed as active; inconclusive means small, poorly fitted or top-dose-only effect, or effect the other way, or a change in a side signal; inactive means no such curve, though single readings can be large or run the other way; the % refers to the polarisation; further: potency means the concentration at half of the fitted maximal effect; on the % scale 0 is the no-effect control and ±100 the full control effect
Target sequence (Q13526 whole entry, looked up): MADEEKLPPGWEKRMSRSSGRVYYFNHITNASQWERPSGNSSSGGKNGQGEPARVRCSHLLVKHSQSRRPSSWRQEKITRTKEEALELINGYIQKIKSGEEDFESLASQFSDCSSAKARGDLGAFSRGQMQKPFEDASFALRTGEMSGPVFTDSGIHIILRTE
G9a block – qHTS Assay for Inhibitors of Histone Lysine Methyltransferase G9a. G9a H3K9 monomethylation, AlphaScreen, 2 h. Potency, µM (highest dose often 102 µM), for inactives: at the highest dose activity, negative = inhibition, usual class: inhibitors. 8.8% of 350,000 active. AID 504332, 2011; further: potency means the concentration at half of the fitted maximal effect; on the % scale 0 is the no-effect control and ±100 the full control effect; nearly all actives have a fitted effect of over 75% in size
Target sequence (Q96KQ7 913-1193 limits assumed): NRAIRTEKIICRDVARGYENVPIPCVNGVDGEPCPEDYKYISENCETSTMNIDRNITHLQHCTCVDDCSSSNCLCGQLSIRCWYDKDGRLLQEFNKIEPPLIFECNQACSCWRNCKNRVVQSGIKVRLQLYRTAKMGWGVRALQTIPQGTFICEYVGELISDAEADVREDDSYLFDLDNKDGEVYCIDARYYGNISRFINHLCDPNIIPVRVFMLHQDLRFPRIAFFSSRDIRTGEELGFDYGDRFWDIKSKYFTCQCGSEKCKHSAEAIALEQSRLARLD
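G9a (20 nM) preincubated 15 min RT with compounds, then 500 nM biotinylated H3K9 peptide and 20 uM SAM added; 2 h RT reaction. Monomethyl-H3K9 product detected by AlphaScreen with anti-H3K9me1 antibody, streptavidin donor and anti-rabbit IgG acceptor beads.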
* hit, by the source's call; i = inactive; ? = inconclusive; · = no result given; [ ] = another dose, or the depositor's remark. Unless noted, the call rests on the fitted dose curve; in most records, active means well fitted curve in the direction sought with a large enough effect; inconclusive means small, poorly fitted or top-dose-only effect, or another doubt; inactive means no such curve, though single readings can be large; an effect the other way counts as inactive or inconclusive. Only part of the results is shown; rates above refer to the full screens.

The opening two compounds as a preview:
SMILES	PGK inhibitor	Pol eta inh	BAZ2B block	JMJD2A Tudor inh	HP1b chromo inh	PI4K2A block	GLS inhibitor	Pin1 inh	G9a block
O=C(COC(=O)c1cc2ccccc2oc1=O)Nc1cccc(S(=O)(=O)N2CCCCCC2)c1	-5%	-5%	5%	-11%	6%	2	-1%	3%	21%[59 µM]
CC1CCc2nn(CC(=O)N3CCCCCC3)cc2C1 (stereo not drawn)	-10%	4%	-5%	-7%	21%	-1	-1%	3%	-15%[59 µM]

The list itself, previewed entries included:
SMILES	PGK inhibitor	Pol eta inh	BAZ2B block	JMJD2A Tudor inh	HP1b chromo inh	PI4K2A block	GLS inhibitor	Pin1 inh	G9a block
O=C(COC(=O)c1cc2ccccc2oc1=O)Nc1cccc(S(=O)(=O)N2CCCCCC2)c1	-5%	-5%	5%	-11%	6%	2	-1%	3%	21%[59 µM]
CC1CCc2nn(CC(=O)N3CCCCCC3)cc2C1 (stereo not drawn)	-10%	4%	-5%	-7%	21%	-1	-1%	3%	-15%[59 µM]
O=C(NCc1cc2ccccc2[nH]1)c1ccccc1F	-8%	4%	-2%	-6%	20%	-2	-9%	3%	·
Cc1ccc(NC(=O)C2=C(O)c3sccc3N(C)S2(=O)=O)cc1	-4%	-5%	1%	?	17%	5	51%[activator]	?	-9%[12.7 µM]
O=C(NCC(=O)N(CC1CCCO1)C(C(=O)NC1CCCCC1)c1ccccc1)c1ccco1 (stereo not drawn)	·	2%	-6%	-11%	23%	-2	2%	1%	11%
Cc1cccc(NC(=O)c2c(C)cc(=O)oc2C)n1	·	-7%	1%	-20%	21%	7	20%	-10%	18%[59 µM]
Cc1ccsc1CN(C(=O)c1oc2ccccc2c1C)C1CCS(=O)(=O)C1 (stereo not drawn)	·	·	-17%	-26%	27%	1	-8%	6%	3%[59 µM]
COc1ccc(-n2c(C)cc(C(=O)Cn3nnc4ccccc4c3=O)c2C)cc1	i	-18%	-38%	-31%	6%	6	0%	?	-16%[59 µM]
COc1ccc(Cl)cc1NS(=O)(=O)c1cccc(C(=O)NCC(c2ccco2)N2CCCC2)c1 (stereo not drawn)	-6%	10%	0%	-28%	17%	0	3%	8%	5%[0.501 µM]
CCN1CCN(c2nc(-c3ccc(F)cc3)cc(=O)[nH]2)CC1	-5%	-15%	-2%	-10%	41%[activator]	-5	20%	-10%	11%
CS(=O)(=O)c1ccc(Cl)c(C(=O)NCC2CCCCC2)c1	·	-8%	20%	-8%	28%	-2	-5%	2%	-33%
CC1(CCc2ccccc2)NC(=O)NC1=O (stereo not drawn)	i	-13%	·	-1%	26%	-9	-1%	1%	·
CC12CCC(C(=O)N(c3cccc(Cl)c3)C1=O)C2(C)C (stereo not drawn)	-13%	-13%	-6%	-1%	22%	-3	0%	43%[activator]	-6%[59 µM]
Cc1nnc(NC(=O)CSc2ncn(-c3ccccc3)n2)s1	i	-20%	-1%	5%	36%[activator]	-14	-2%	-4%	-17%
CCOC(=O)c1ccc(S(=O)(=O)N2CCN(C)CC2)cc1	-5%	2%	1%	-7%	13%	1	-1%	-7%	-14%
COc1ccc(N2C(=O)c3ccc(C(=O)Nc4ccccc4O)cc3C2=O)cc1	i	-2%	?	-30%	11%	1	1%	4%	-23%
O=C(Nc1ccccc1)c1ccc2snnc2c1	-2%	-12%	0%	?	-17%[57 µM]	-1	7%	-2%	1%
CC(=O)Nc1ccc(/C(C)=N/Nc2nc(N3CCOCC3)nc(N3CCOCC3)n2)cc1	-1%	-3%	·	?	-8%	-3	2%	-16%	3%
COc1ccccc1NC(=O)C/C(C)=N/NC(=O)C12CC3CC(CC(C3)C1)C2	-2%	-20%	5%	-7%	44%[activator]	2	2%	4%	-38%
Nc1nc(-c2cccs2)c(-c2cccs2)s1	2%	-9%	?	-26%	?	1	-11%	1%	?
CCN(CC)C(=O)[C@H]1CC(CC(=O)NCc2ccc(OC)c(OC)c2)C(=O)N2CCc3c([nH]c4ccc(OC)cc34)[C@]12C (stereo partly drawn)	-2%	-6%	·	?	25%	-1	11%	-3%	·
Cc1cc(OC(C)C(=O)NCCc2c[nH]c3ccccc23)c2c(C)cc(=O)oc2c1 (stereo not drawn)	-6%	-10%	-35%	-28%	19%	-3	16%	-1%	18%[12.7 µM]
CCOCCCNC(=S)Nc1ccc(Br)cc1Cl	-1%	-23%	-3%	-1%	12%	0	1%	1%	15%
Cc1cc(=O)oc2cc(OCc3ccc(C(=O)OCC(=O)Nc4ccc(N(C)C)cc4)cc3)ccc12	0%	-4%	-7%	-18%	21%	0	5%	9%	7%[59 µM]
O=C(Nc1ccccc1C(=O)NCc1ccccc1)c1ccccc1Br	-10%	-19%	-5%	2%	25%	3	-10%	7%	17%[59 µM]
CSc1nc(Sc2cccc(Cl)c2)c2ccccc2n1	0%	-13%	21%	99%[activator]	241%[activator]	-4	-1%	-11%	42%[activator][59 µM]
Cc1ccc(Cl)cc1NC(=O)Cn1c(=O)n(CCCS(=O)(=O)C2CCCCC2)c(=O)c2ccccc21	-4%	1%	?	-20%	5%	1	4%	57%[activator]	-3%[59 µM]
CCC1=NN(C(=O)CCc2ccc3c(c2)OCO3)C(O)(C(F)(F)F)C1 (stereo not drawn)	-4%	-20%	0%	-2%	36%[activator]	-20	8%	-6%	?
CC1CCC(NC(=O)Cn2cnc3sccc3c2=O)CC1 (stereo not drawn)	-3%	-21%	4%	8%	39%[activator]	0	0%	-1%	17%[12.7 µM]
COc1ccc(CNC(=O)C(C)N2C(=O)NC(c3ccccc3)(c3ccccc3)C2=O)cc1 (stereo not drawn)	10%	-30%	-6%	-17%	24%	0	-3%	-4%	5%[2.33 µM]
CCOc1ccccc1-n1nnnc1SC(C)C(=O)OC (stereo not drawn)	16%	-5%	2%	5%	17%	4	1%	-2%	1%
CCCCOCCCNC1=NCCCCC1	-8%	3%	4%	-7%	32%	2	4%	-1%	1%
COc1ccc(S(=O)(=O)NC2CCSc3ccccc32)cc1NC(C)=O (stereo not drawn)	i	-14%	-34%	4%	33%	-8	-9%	1%	-28%
O=C(CSc1ccc(-c2ccco2)nn1)NCc1ccc(Cl)cc1	-9%	?	-3%	-16%	25%	-4	7%	-2%	?
Cn1c(SCC(=O)NCc2ccc3c(c2)OCO3)ncc(C(=O)Nc2ccc(F)cc2)c1=O	5%	-21%	10%	-7%	12%	-3	33%[activator]	13%	7%
Cc1ccc(C(=O)OCC(=O)NCc2cccs2)cc1	2%	14%	-1%	-8%	40%[activator]	-1	6%	-1%	16%[59 µM]
CCOC(=O)c1c(C)oc2nc(C)nc(NCCc3ccc(C)cc3)c12	-1%	-11%	-1%[57.1 µM]	20%	24%	4	9%	?	-28%[59 µM]
Cc1ccccc1NC(=O)C(C)OC(=O)C1CCCO1 (stereo not drawn)	3%	-7%	·	·	·	2	-1%	·	·
CCOC(=O)N1CCN(C(=O)c2ccc(S(=O)(=O)NCc3ccco3)cc2)CC1	-6%	?	-10%	-9%	21%	0	42%[activator]	2%	?
Cn1c(=O)n(C)c2cc(NC(=O)CCl)ccc21	i	-5%	?	11%	32%	4	3%	-5%	4%[59 µM]
CC(=O)Nc1ccc(S(=O)(=O)n2nc(-c3ccc(C)cc3)nc2N)cc1	-9%	-5%	13%	1%	20%	1	5%	0%	-5%[59 µM]
Cc1ccc(C(=O)c2c[nH]c(C(=O)NCc3cccnc3)c2)cc1	6%	0%	0%	-3%	17%	4	14%	-1%	-4%
O=C(NCc1ccco1)c1ccccc1NS(=O)(=O)c1ccc(Cl)s1	-4%	?	?	?	10%	-8	1%	-3%	20µM*
COc1ccc(N=Cc2c(O)n(-c3cccc(C)n3)c(=O)c3ccccc23)cc1	6%	-28%	-33%	0%[57.1 µM]	20%	-1	-7%	6%	?
O=C(NCC(=O)N1CCCCCCC1)c1ccc(Br)o1	-6%	-15%	7%	-12%	35%	1	1%	1%	-6%[2.33 µM]
NC(=O)COC(=O)CC(NC(N)=O)c1ccc(Cl)cc1 (stereo not drawn)	1%	-6%	-4%	-4%	20%	3	4%	-1%	-25%
Cc1ccc(-c2nn3c(C)nnc3s2)cc1NC(=O)C(C)C	2%	-7%	-22%	-8%	49%[activator]	-8	-3%	2%	?
CCc1ccccc1NC(=O)Nc1ccc(F)cc1	-5%	-1%	10%	-3%	40%[activator]	-2	3%	-3%	·
Cc1nc2ccc(C(=O)O)cc2c2c1CC(C)S2 (stereo not drawn)	-27%	2.5µM*	71µM*	?	-33%	37	?	-9%	?
COc1ccc(CCNC(=O)CN(C)S(=O)(=O)c2cccs2)cc1OC	3%	-9%	2%	-8%	29%	-3	5%	1%	-28%[59 µM]
Cc1cccc(C(=O)c2c(N)sc3c2CCCC3)c1	5%	-14%	-36%	?	-30%	-1	6%	18%	32µM*
Cn1c(CCN2CCN(c3ccccn3)CC2)nc2cc(NC(=O)COc3ccc(Cl)cc3)ccc21	-6%	-18%	?	-26%	19%	2	1%	-2%	·
CCN1CCN(c2ccc(S(=O)(=O)N3CCCCC3)cc2NC(=O)COc2ccccc2)CC1	-1%	?	?	?	-12%	-4	-1%	6%	50µM*
CCn1cc(C(=O)N(C)c2cc(C)ccc2C)c2cc(OC)c(OC)cc2c1=O	10%	-20%	-3%	-14%	11%	0	1%	-2%	-4%[59 µM]

Screening data (PubChem)
